Screening results: PubChem, The Scripps Research Institute Molecular Screening Center
CHO-K1 Ca PAM: nonselective activator or artifact in parental CHO-K1 calcium assay; ATP EC20, Fluo-8 calcium fluorescence; 0% at ATP EC20, 100% at ATP max; activation, % at 3 µM; actives 0.02% (n = 360,000);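 active = activation above the run cutoff, the mean activation of all test compounds plus 3 SD, cut at about 40% in these data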;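 note: peak over basal fluorescence ratio in a 140 s read after ATP addition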
M1 antag: antagonists of human M1 muscarinic receptor; inhibition, % at 3 µM; CHO-K1 hM1, Fluo-8 calcium fluorescence, ACh EC80 antagonist; P11229; actives 1.3% (n = 360,000); AID 588852;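 active = percent inhibition above its own plate's cutoff, namely the mean of that plate's compound wells plus 3 SD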;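 note: peak over basal fluorescence ratio during 140 s after agonist addition; 0% = ACh EC80 plus DMSO and 100% = DMSO alone without agonist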
Target sequence (P11229 whole entry, looked up): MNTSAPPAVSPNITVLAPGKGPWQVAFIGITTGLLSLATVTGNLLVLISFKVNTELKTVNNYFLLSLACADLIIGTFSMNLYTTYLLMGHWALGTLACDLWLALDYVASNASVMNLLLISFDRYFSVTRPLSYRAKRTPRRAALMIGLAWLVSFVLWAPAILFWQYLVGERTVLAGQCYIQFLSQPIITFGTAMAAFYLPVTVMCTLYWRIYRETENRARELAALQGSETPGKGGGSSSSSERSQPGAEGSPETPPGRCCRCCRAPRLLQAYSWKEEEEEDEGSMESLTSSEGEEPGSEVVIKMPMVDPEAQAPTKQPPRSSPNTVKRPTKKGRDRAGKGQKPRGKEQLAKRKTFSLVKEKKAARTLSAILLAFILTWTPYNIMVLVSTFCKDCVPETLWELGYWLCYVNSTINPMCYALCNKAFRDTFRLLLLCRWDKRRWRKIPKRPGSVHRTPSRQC
TAAR1 antag: antagonists of human TAAR1. Q96RJ0. CHO RD-HGA16 TAAR1, Fluo-8 calcium fluorescence, antagonist. inhibition, % at 3 µM. actives 1.5% (n = 360,000);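 active = inhibition above a per-plate cutoff, the mean inhibition of test compounds on that plate plus 3 SD, cut at about 49% in these data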;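 note: 0% = DMSO plus EC80 beta-PEA response and 100% = DMSO alone without agonist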
Target sequence (Q96RJ0 whole entry, looked up): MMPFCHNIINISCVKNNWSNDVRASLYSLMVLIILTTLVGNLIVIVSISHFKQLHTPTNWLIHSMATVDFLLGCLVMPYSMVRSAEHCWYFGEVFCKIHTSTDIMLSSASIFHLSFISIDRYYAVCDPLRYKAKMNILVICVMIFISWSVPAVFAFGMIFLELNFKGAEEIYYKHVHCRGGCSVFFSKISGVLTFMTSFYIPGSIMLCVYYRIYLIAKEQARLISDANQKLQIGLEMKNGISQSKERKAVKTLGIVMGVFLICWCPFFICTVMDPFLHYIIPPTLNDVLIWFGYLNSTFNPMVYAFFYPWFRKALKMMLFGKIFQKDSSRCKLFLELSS
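System: RD-HGA16 CHO cells with stable hTAAR1 and Gα16 | Probe or stimulus: EC80 β-phenethylamine stimulus | Dosing: 3 µM, single point | Times: Dye loading 75 min at 37 °C, then 30 min room temperature | Measured by: Fluo-8 calcium-sensitive fluorescence | Read-out basis: % inhibition of agonist calcium response | Replicates: n of 1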
CHO-K1 Ca ag: nonselective activator or artifact in parental CHO-K1 cells; actives 0.48% (n = 360,000); activation, % at 3 µM; Fluo-8 calcium fluorescence; scaled to maximal ATP response, vehicle zero; AID 602248; in the data active = activation above about 15%;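 note: untransfected CHO-K1 host cells lacking M1 receptor as counterscreen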
CHRM1 agonist: activates human CHRM1 receptor. activation, % at 3 µM. CHO-K1 hM1, Fluo-8 calcium fluorescence, agonist mode; 0% DMSO, 100% acetylcholine EC100. actives 0.33% (n = 360,000);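 active = activation above the run's mean compound activation plus 3 SD, cut at about 16% in these data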;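 note: peak over basal fluorescence ratio within a 140 s kinetic read after compound addition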
M1 PAM: human CHRM1 positive allosteric modulation; actives 0.088% (n = 360,000); AID 588819; CHO-K1 hM1, Fluo-8 calcium fluorescence, ACh EC20; 0% = ACh EC20, 100% = maximal ACh; activation, % at 3 µM; P11229; in the data active = activation above about 19%, passing the limit was not always enough
CHO parental Ca: counter-screen: ATP calcium response change in parental CHO cells | parental CHO-K1, ATP-induced calcium, Fluo-8 fluorescence | inhibition, % at 5.6 µM | actives 0.63% (n = 330,000);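 active = inhibition above that plate's mean sample inhibition plus 3 SD, cut at about 26% in these data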;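 note: 0% = ATP-challenged DMSO wells and 100% = DMSO wells without ATP; some compounds past the cut are filed as inactive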
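Test system: untransfected parental CHO cell line; also added: ATP stimulus; dosing: 5.6 µM, single dose; signal: calcium-sensitive Fluo-8 fluorescence; measure: percent inhibition of ATP-evoked calcium rise, normalized to controls; benchmarks: low control ATP plus DMSO, high control DMSO only; replication: one well per compound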
TAAR1 agonist: agonists of human TAAR1; CHO RD-HGA16 TAAR1, Fluo-8 calcium fluorescence; vehicle wells 0%, saturating PEA agonist 100%; activation, % at 3 µM; actives 0.99% (n = 360,000);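 active = activation above the mean activation of all test compounds in the run plus 3 SD, cut at about 38% in these data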
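System: CHO RD-HGA16 cells carrying human TAAR1 plus Gα16; Incubation: 17-24 h seeding, 75 min 37 °C dye, 30 min RT; Measured by: Fluo-8 fluorescence, 5 s baseline then 140 s kinetic read; Control set: DMSO and PEA EC100; Replication: single well for each compound.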
CHO-K1 Ca antag: nonselective inhibitor or artifact in parental CHO-K1 cells | inhibition, % at 3 µM | ATP-induced calcium, Fluo-8 fluorescence | actives 0.6% (n = 360,000);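 active = inhibition above a per-plate cutoff, the plate's mean sample inhibition plus 3 SD, cut at about 24% in these data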;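 note: 0% = DMSO plus EC80 ATP and 100% = DMSO alone without ATP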
An asterisk follows results filed as active; x = no result given.

SMILES	CHO-K1 Ca PAM	M1 antag	TAAR1 antag	CHO-K1 Ca ag	CHRM1 agonist	M1 PAM	CHO parental Ca	TAAR1 agonist	CHO-K1 Ca antag
COc1cc(SC)ccc1C(=O)Nc1ncc(Cl)cc1Cl	4	-7	-4	-0.1	-9	5	-14	1	-7
Cc1ccccc1CNC(=O)/C=C\C(=O)O	18	-9	-13	-0.1	-1	12	5	33	-9
CCOC(=O)C1CCCN(C(=O)CN2C(=O)c3ccccc3S2(=O)=O)C1 (stereo not given)	10	-7	8	0.9	-2	5	-5	8	-19
Cc1ccc(-c2noc(-c3cc4ccccc4oc3=O)n2)cc1	22	-11	-3	0.4	-1	10	2	3	-8
Cc1cc(C)cc(-c2nc(-c3ccncc3)no2)c1	4	-9	-46	-0.2	-5	0	-20	13	-1
CC(=O)c1ccc(OCC(C)C)c(CC(C(N)=O)C(N)=O)c1	2	-9	-11	1.1	-2	7	-3	12	-8
COc1ccc(NC(=O)CC2C(=O)N(c3ccc(OC)cc3)C(=O)N2C(C)C)cc1 (stereo not given)	18	-6	7	0.2	-5	6	3	2	-7
CN1CCN(c2nc3c(c(=O)[nH]c(=O)n3C)n2CCCSc2nnnn2-c2ccccc2)CC1	-6	0	-3	-0.3	-8	-3	-16	1	-17
O=C1CC2C(=O)NCCN2C(=NC(=O)c2ccccc2)N1 (stereo not given)	16	-13	-26	0.9	-1	15	-2	2	-15
CCOCCCNC(=O)C1CCCN(S(=O)(=O)CC)C1 (stereo not given)	11	1	-9	0.1	2	1	-2	-1	4
Cc1ccc(S(=O)(=O)N(C(=O)c2ccncc2)c2ccc(OC(=O)c3ccncc3)cc2)c(C)c1	12	-2	10	0.9	-5	6	-3	2	-9
Cc1ccc2nc(SCC(=O)NCC3CCCO3)c(C#N)cc2c1 (stereo not given)	-8	-2	4	-0.3	-1	2	-12	5	-1
COc1ccc(Oc2c(C)oc3c(CN4CCOCC4)c(O)ccc3c2=O)cc1	15	8	-15	0.4	-5	-9	10	3	-9
CCOC(=O)/C(=C/C=C1\Sc2ccccc2N1CC)C(C)=O	-17	21	x	18*	19*	-16	28*	x	28*
CCOc1ccccc1C1CC(=O)NC2=C1C(=O)CCC2 (stereo not given)	8	7	2	-0.1	-1	0	-14	1	-13
CCOC(=O)c1c(-c2cccc([N+](=O)[O-])c2)csc1NC(=O)CCCOc1ccccc1	8	6	4	-0.1	-8	-8	-1	1	-2
Cc1ccc2nc(CNC(=O)C3CCC(=O)N(Cc4ccccc4F)C3)cn2c1 (stereo not given)	-1	-14	-25	1.0	-6	12	x	4	2
CC(C)(C)OC(=O)COc1cc(F)ccc1[N+](=O)[O-]	0	1	-3	0.2	-7	2	-10	1	-2
C[C@H](CO)N1C[C@H](C)[C@@H](CN(C)C(=O)Nc2ccc3c(c2)OCO3)Oc2c(NC(=O)Cc3ccccc3)cccc2C1=O	5	-19	-26	-0.2	4	11	-31	4	-7
CCN(CC)S(=O)(=O)c1ccc2c(c1)nc(SCC(N)=O)n2-c1ccc(OC)cc1	15	7	2	0.3	-6	0	-6	6	-6
COc1ccc2[nH]c(CN3CCN(CCC(C)C)C(CCO)C3)c(C)c2c1 (stereo not given)	19	-18	2	1.3	-6	9	-10	2	-24
O=C1NC2(CCCCCC2)Cc2ccccc21	-3	-5	-1	-0.2	-3	20	0	12	11
CCn1nc(C)c(CN2CCC(C(=O)Nc3cccc(-c4cccc(F)c4)c3)CC2)c1C	3	-9	-7	4.7	-4	3	-20	8	-12
COC(=O)c1cccc(NC(=O)c2cc(OC)c(OC)c(OC)c2Br)c1	3	14	46	6.1	-5	-13	-11	12	11
CC(O)(c1ccc(F)c(F)c1)c1nc(-c2cc(F)cc(F)c2)cs1 (stereo not given)	4	-9	-12	0.7	-7	1	x	0	-10
COC(=O)[C@]1(Cc2ccccc2)N[C@H](CN(C)S(=O)(=O)c2ccc(OC)cc2)[C@@H]2C(=O)N(C)C(=O)[C@@H]21	4	-10	7	-0.2	-2	2	-17	3	-9
Cc1cc(C)c2c(N=NN3CCCCC3)[nH]nc2n1	15	-5	-13	-0.3	-4	6	-14	2	-9
CCC(Sc1ncccc1C(=O)OC(C)C)C(=O)N1CCOCC1 (stereo not given)	-6	5	10	0.4	-4	-3	-4	2	-7
Oc1ccc(C[C@H]2CNCCN2CCc2cc(C(F)(F)F)cc(C(F)(F)F)c2)cc1	26	-8	8	8.7	3	10	-6	28	-7
O=C(CSc1cccc(C(F)(F)F)c1)Nc1ccc(Cl)cc1Cl	-6	-5	25	-0.2	-7	-6	-13	9	12
CC(C)NC(=O)c1cc2n(n1)C(C(F)(F)F)CC(c1ccco1)N2 (stereo not given)	-12	0	7	0.1	-1	9	8	11	6
C[n+]1c2n(c3ccccc31)N=C(c1ccc(-c3ccccc3)cc1)CS2	14	4	3	0.7	-6	2	10	1	-16
O=C(O)/C(=C\c1cccc(O)c1)c1ccc(S(=O)(=O)N2CCCC2)s1	12	-8	-5	0.0	-4	13	-14	0	-13
CCN1CCN(CCNC(=O)CCCCCn2c(=O)[nH]c3cc(C(=O)OC)ccc3c2=O)CC1	8	1	4	0.3	-7	-4	-2	1	-3
O=C(NCCOc1ccc(F)cc1)C1CCC(=O)N(Cc2ccc(Cl)cc2)C1 (stereo not given)	14	-16	-13	1.5	-3	2	x	0	-8
Cc1noc(C)c1COc1ccc(C(=O)OCC(=O)Nc2cccc(S(=O)(=O)N3CCOCC3)c2)cc1	5	-3	8	5.3	-3	0	-6	13	1
O=C(COc1ccc(Br)cc1)N1CCOCC1	18	-21	-4	0.6	-1	1	3	9	-9
CC(C)(C)C(=O)N1N=C(c2cccc(NS(C)(=O)=O)c2)CC1c1cccs1 (stereo not given)	-4	-1	-7	2.7	-6	2	-11	5	1
NC(=O)C1CC12c1ccccc1-c1ccccc12 (stereo not given)	14	-18	14	0.3	5	10	-6	0	0
COc1ccccc1N1C(=O)c2ccccc2NC1c1ccncc1 (stereo not given)	12	-12	-10	-0.2	-4	4	-9	4	1
COc1ccc(NC(C)=O)cc1S(=O)(=O)NCCc1ccccn1	-16	12	2	-0.1	-4	-2	-19	0	-2
CC(=O)N1N=C(c2ccc(Br)cc2)CC1c1cccc([N+](=O)[O-])c1 (stereo not given)	20	-7	-23	2.1	-6	3	x	15	-6
COc1ccc(C(=O)OCC(=O)NC(=O)Nc2ccccc2F)c(OC)c1	0	-3	-7	-0.4	1	14	-6	1	-2
CCOc1ccc(NS(=O)(=O)c2ccc(C(=O)N(C)CC(=O)Nc3cccc(OC)c3)cc2)cc1	17	11	10	1.2	-4	2	x	6	-10
COc1ccccc1/C(C)=N/Oc1cc(N)cc([N+](=O)[O-])c1	6	8	-17	-1.1	-8	-7	1	-1	-11
CN(C)c1ccc(/C=N/N=C/c2ccccc2O)cc1	18	2	2	1.0	-5	0	4	2	-6
COC(=O)c1cc(C(=O)OC)cc(N2C(=O)CC(N3CCN(c4ccccc4)CC3)C2=O)c1 (stereo not given)	0	-5	-15	0.4	0	1	x	11	-2
CC(NC(=O)CN1CCN(c2ccc(Cl)cc2)CC1)c1ccccc1 (stereo not given)	-15	-4	-35	2.2	0	3	-5	0	-4
Cc1ccc(N)cc1O	2	-10	-7	0.9	-2	4	-5	1	-26
COc1cccc(C2CC(C(F)(F)F)n3ncc(C(=O)O)c3N2)c1 (stereo not given)	4	-10	3	0.4	-2	9	-21	3	-7
Following part
SMILES	CHO-K1 Ca PAM	M1 antag	TAAR1 antag	CHO-K1 Ca ag	CHRM1 agonist	M1 PAM	CHO parental Ca	TAAR1 agonist	CHO-K1 Ca antag
CCN(c1ccc(C)c(C)c1)S(=O)(=O)c1c(C)[nH]c(=O)[nH]c1=O	17	-12	7	0.8	-5	7	-11	7	-23
C=C(C)[C@@H](O)COc1c2ccoc2cc2oc(=O)ccc12	9	-8	8	0.4	-2	2	0	2	-13
CCOC(=O)CCC(=O)Nc1cccc([N+](=O)[O-])c1	17	1	-21	0.7	-6	3	-7	2	-9
CN(C)c1cccc(-c2cc(Nc3ccc(C(C)(C)C)cc3)ncn2)c1	18	-3	4	0.8	-3	-5	x	-2	-16

Of the compounds above, ten have four or more nitrogen atoms:
SMILES	CHO-K1 Ca PAM	M1 antag	TAAR1 antag	CHO-K1 Ca ag	CHRM1 agonist	M1 PAM	CHO parental Ca	TAAR1 agonist	CHO-K1 Ca antag
CN1CCN(c2nc3c(c(=O)[nH]c(=O)n3C)n2CCCSc2nnnn2-c2ccccc2)CC1	-6	0	-3	-0.3	-8	-3	-16	1	-17
O=C1CC2C(=O)NCCN2C(=NC(=O)c2ccccc2)N1 (stereo not given)	16	-13	-26	0.9	-1	15	-2	2	-15
Cc1ccc2nc(CNC(=O)C3CCC(=O)N(Cc4ccccc4F)C3)cn2c1 (stereo not given)	-1	-14	-25	1.0	-6	12	x	4	2
C[C@H](CO)N1C[C@H](C)[C@@H](CN(C)C(=O)Nc2ccc3c(c2)OCO3)Oc2c(NC(=O)Cc3ccccc3)cccc2C1=O	5	-19	-26	-0.2	4	11	-31	4	-7
CCN(CC)S(=O)(=O)c1ccc2c(c1)nc(SCC(N)=O)n2-c1ccc(OC)cc1	15	7	2	0.3	-6	0	-6	6	-6
CCn1nc(C)c(CN2CCC(C(=O)Nc3cccc(-c4cccc(F)c4)c3)CC2)c1C	3	-9	-7	4.7	-4	3	-20	8	-12
Cc1cc(C)c2c(N=NN3CCCCC3)[nH]nc2n1	15	-5	-13	-0.3	-4	6	-14	2	-9
CC(C)NC(=O)c1cc2n(n1)C(C(F)(F)F)CC(c1ccco1)N2 (stereo not given)	-12	0	7	0.1	-1	9	8	11	6
CCN1CCN(CCNC(=O)CCCCCn2c(=O)[nH]c3cc(C(=O)OC)ccc3c2=O)CC1	8	1	4	0.3	-7	-4	-2	1	-3
CN(C)c1cccc(-c2cc(Nc3ccc(C(C)(C)C)cc3)ncn2)c1	18	-3	4	0.8	-3	-5	x	-2	-16
